# High-throughput results as filed in PubChem.
# TWEAK Fn14 block = inhibitors of TWEAK-Fn14 interaction signaling | inhibition, % at 10 µM | AID 1159606 | 360,000 tested, 2% active | TWEAK-stimulated Fn14 reporter cells, luciferase luminescence, 8 h; in the data active = inhibition above about 50%
# TROY signal inh = TROY signaling inhibition; Q293 LMP1-TROYcd NF-kB luciferase reporter, 4 h; inhibition, % at 10 µM; 360,000 tested, 0.98% active; AID 1347056;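 active = compounds whose plate-normalised and pattern-corrected inhibition of the luciferase reporter signal at the single screening dose is 50% or more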
# SRC3 inh = human NCOA3 inhibition; Q9Y6Q9; HEK293 GAL4-SRC3 luciferase reporter, luminescence; inhibition, % at 3.6 µM; 360,000 tested, 0.17% active; AID 588352;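 active = inhibition above a per-campaign cutoff, the mean of all compounds plus 3 SD, cut at about 60% in these data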;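 also: 0% = DMSO-treated cells and 100% = gossypol-treated cells at 36 µM; higher means less SRC3-driven luciferase light from the GAL4 reporter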
# SRC2 inh = inhibits human steroid receptor coactivator 2; HEK293 GAL4-SRC2 luciferase reporter, luminescence; 370,000 tested, 0.17% active; Q15596; inhibition, % at 9 µM;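 active = inhibition above the mean inhibition of all tested compounds plus 3 SD, set per campaign, cut at about 52% in these data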;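 also: 0% = DMSO treated cells and 100% = cells given Gossypol at 36 µM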
# Granule exo inh = lytic granule exocytosis inhibition; inhibition, % at 10 µM; 360,000 tested, 0.66% active; TALL-104 LAMP-1 surface exposure, flow cytometry; cells stimulated with thapsigargin and PMA; AID 651702;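 active = inhibition above about 55%, limit read from the data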
# NR2F2 inh = blocks human COUP-TFII nuclear receptor; HEK293T NGFI-A luciferase reporter, luminescence; AID 686940; inhibition, % at 8.6 µM; P24468; 370,000 tested, 0.7% active;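 active = inhibition above a per-plate cutoff, mean inhibition of test wells between control levels plus 3 SD, cut at about 38% in these data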;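 also: cells cotransfected with COUP-TFII expression vector driving the NGFI-A reporter; 0% = median of COUP-TF2 test wells and 100% = reporter-only cells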
# TLR9-MyD88 block = blocks human TLR9 binding to MyD88; Q9NR96+Q99836; CHO BLA complementation TLR9-MyD88, CCF4 FRET ratio; inhibition, % at 4.98 µM; 340,000 tested, 0.21% active; AID 504734;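 active = inhibition above the mean over all tested compounds plus 3 SD, cut at about 21% in these data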;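 also: 0% = DMSO only wells and 100% = clavulanate BLA inhibitor control wells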
# SRC1 inh = human NCOA1 inhibition; Q15788; HEK293 GAL4-SRC1 luciferase reporter, luminescence; inhibition, % at 3.6 µM; 360,000 tested, 0.12% active; AID 588354;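 active = inhibition above the campaign mean plus 3 SD, with each screening campaign given its own cutoff, cut at about 60% in these data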;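 also: 0% = DMSO treated cells and 100% = gossypol at 36 µM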
# NOD2 RIPK2 PPI = blocks binding of human NOD2 to RIPK2 | O43353 | CHO BLA complementation NOD2-RIPK2, CCF4 ratio | inhibition, % at 4.98 µM | 360,000 tested, 0.38% active | AID 624267; in the data active = inhibition above about 21%;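 also: 0% = vehicle only and 100% = reference blocker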
# ABHD5-PLIN5 inh = blocks binding of human ABHD5 to perilipin-5 | Q00G26+Q8WTS1 | Split G. princeps luciferase complementation, luminescence, 4 h | inhibition, % at 4 µM | 360,000 tested, 0.78% active | AID 602281;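 active = inhibition above the mean inhibition across every tested compound plus 3 SD, cut at about 22% in these data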;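 also: 0% = DMSO only wells and the 100% control is not disclosed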
# Target sequence (Q00G26 whole entry, looked up): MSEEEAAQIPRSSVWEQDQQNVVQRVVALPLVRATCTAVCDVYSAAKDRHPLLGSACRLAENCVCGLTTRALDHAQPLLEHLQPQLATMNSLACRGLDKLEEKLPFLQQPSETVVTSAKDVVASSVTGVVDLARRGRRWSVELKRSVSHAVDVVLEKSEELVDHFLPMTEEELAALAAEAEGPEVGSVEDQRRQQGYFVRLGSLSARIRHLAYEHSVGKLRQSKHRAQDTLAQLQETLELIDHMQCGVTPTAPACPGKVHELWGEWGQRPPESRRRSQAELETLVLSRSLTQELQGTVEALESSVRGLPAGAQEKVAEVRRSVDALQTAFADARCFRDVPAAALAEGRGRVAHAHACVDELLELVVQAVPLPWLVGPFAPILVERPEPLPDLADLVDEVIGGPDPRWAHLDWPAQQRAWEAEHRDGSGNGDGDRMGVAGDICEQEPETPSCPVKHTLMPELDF
# Target sequence (Q8WTS1 whole entry, looked up): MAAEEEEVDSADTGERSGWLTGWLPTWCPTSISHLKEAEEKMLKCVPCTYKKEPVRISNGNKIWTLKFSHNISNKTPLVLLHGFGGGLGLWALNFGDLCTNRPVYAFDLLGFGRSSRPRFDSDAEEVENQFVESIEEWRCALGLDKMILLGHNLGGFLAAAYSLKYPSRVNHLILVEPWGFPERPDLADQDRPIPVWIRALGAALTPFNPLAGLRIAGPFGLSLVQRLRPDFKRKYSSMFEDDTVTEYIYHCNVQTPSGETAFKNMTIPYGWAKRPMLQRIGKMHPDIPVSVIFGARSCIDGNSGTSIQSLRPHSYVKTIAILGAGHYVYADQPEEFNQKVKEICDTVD
# NR5A2 inv ag = suppresses constitutive activity of human LRH-1; 360,000 tested, 0.13% active; O00482; inhibition, % at 3.6 µM; AID 602396; HEK293T StAR-luciferase reporter, LRH-1 transfected, 24 h;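 active = inhibition above the mean inhibition of all tested compounds plus 3 SD, cut at about 73% in these data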;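 also: 0% = DMSO wells and 100% = reporter-only cells lacking LRH-1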
# Numbers without * were called inactive; · = not tested or not shown; & = joins results of further samples. Not all compounds are listed; count on the stated rates, not on these rows.
SMILES,TWEAK Fn14 block,TROY signal inh,SRC3 inh,SRC2 inh,Granule exo inh,NR2F2 inh,TLR9-MyD88 block,SRC1 inh,NOD2 RIPK2 PPI,ABHD5-PLIN5 inh,NR5A2 inv ag
O=C(c1ccco1)N1CCN(Cc2cc(=O)c(OCc3ccccc3)co2)CC1,-3,8,0,-7,2,-5,5,-10,-10,17,9
O=C(COC(=O)C1CCCCC1)Nc1cc([N+](=O)[O-])ccc1F,-17,7,13,-1,0,-4,-1,-24,-2,2,6
O=C(c1ccccn1)c1cc2ccccc2n1S(=O)(=O)c1ccccc1,-10,-52,-19,-71,7,-4,-2,-41,-4,1,-68
CCOc1cc(OCC)cc(C(=O)Nc2cccc(C(C)=O)c2)c1,12,5,8,13,0,7,-13,19,-5,-6,19
CCCn1c(-c2cccs2)nc2ccccc21,-2,-13,6,11,-1,14,2,13,-11,1,-2
CC1(C(=O)NCc2cccc3ccccc23)CCN1CCc1ccccc1 (stereo not given),3,-11,-1,-12,0,9,·,-14,-5,7,12
Cn1nc(NC(=O)C(C)(C)C)c2c(F)cccc21,14,-34,31,-2,5,-8,-4,14,0,6,-5
CCc1ccc2nc(N(CCCN(C)C)C(=O)c3ccc4c(c3)OCCO4)sc2c1,-5,-45,-8,-9,37,-11,3,-35,0,19,-6
COc1ccc(C(=O)CC(=O)c2ccccc2)cc1,-10,-25,-86,-73,-18,-58,·,-90,-13,-10,-135
COc1ccc(-c2ccc3c(c2)C2CC3CCN2Cc2ccc(OC(F)(F)F)cc2)cc1 (stereo not given),19,-4,-6,-7,-1,3,5,4,1,-11,10
COc1cccc(C2c3cc4c(cc3OC(NNC(N)=O)C2C)OCO4)c1O (stereo not given),40,23,6,18,22,15,-3,10,-16,-5,64
CC(C)c1cc(C(=O)Nc2ccc3c(c2)OCO3)no1,18,-23,-67,-58,4,-60,-5,-97,8,-3,-125
COCCn1c(SCC(=O)NC2CCCCC2)nnc1-c1ccncc1,12,-22,11,2,-12,-5,3,-1,4,18,-10
CC(=O)N1CCCc2cc(S(=O)(=O)N3CCN(C4CCCCC4)CC3)ccc21,9,1,-8,17,-2,5,-6,-9,-6,5,8
COc1ccccc1Nc1cc(C)nc2c(C)ccc([N+](=O)[O-])c12,-23,2,-6,3,10,5,-6,-4,-5,-18,17
O=C(COC(=O)c1cnc(Cl)c(Cl)c1)Nc1cccc(S(=O)(=O)N2CCOCC2)c1,-6,7,-3,21,6,-6,-12,-9,-6,1,3
OCCC1CN(Cc2ccccc2-c2ccco2)CCN1Cc1ccsc1 (stereo not given),6,13,9,14,4,-5,-3,14,-4,3,12
CC(=O)Nc1ccc(C(=O)OCC(=O)N(c2ccccc2)C2CCS(=O)(=O)C2)cc1 (stereo not given),0,2,-6,-19,-3,7,-7,-16,0,-5,-3
CC1=C(C(=O)N2CCCCCC2)CC(CC(=O)NC2CCCC2)C(=O)N1Cc1ccccc1 (stereo not given),17,-7,15,-18,2,-15,·,-4,-12,-4,-5
COc1ccc(/C=C/C(=O)c2cc(F)ccc2OC(=O)c2ccccc2OC)cc1OC,77*,55*,23,23,9,-75,4,-15,22*,63*,33
C=CCSC(CC)(CC)C(N)=O,2,-9,-7,1,-2,-6,9,3,3,-2,16
O=S(=O)(N/N=C/c1ccc(N2CCOCC2)cc1)c1ccc(Br)cc1,-11,-4,-6,-29,3,0,-7,-8,-10,-6,-7
CC(C)COc1ccc(C(=O)Nc2ncn[nH]2)cc1,-15,-24,-30,-34,-11,-4,-1,-20,-9,0,-13
CCOC(=O)Cc1csc(NC(=O)c2cc(C)cc(C)c2)n1,2,7,10,9,0,23,4,6,-9,1,15
Cc1cc(C)cc(C(O)c2ncc(-c3ccc(F)cc3)[nH]2)c1 (stereo not given),2,1,-11,·,-10,·,·,5,-5,-6,-5

# Part of the list above, showing only NR2F2 inh, SRC2 inh and SRC1 inh.
compound	NR2F2 inh	SRC2 inh	SRC1 inh
CCc1ccc2nc(N(CCCN(C)C)C(=O)c3ccc4c(c3)OCCO4)sc2c1	-11	-9	-35
O=C(COC(=O)C1CCCCC1)Nc1cc([N+](=O)[O-])ccc1F	-4	-1	-24

# More structures follow:
SMILES,TWEAK Fn14 block,TROY signal inh,SRC3 inh,SRC2 inh,Granule exo inh,NR2F2 inh,TLR9-MyD88 block,SRC1 inh,NOD2 RIPK2 PPI,ABHD5-PLIN5 inh,NR5A2 inv ag
Cc1cc(NC(=O)C2CCCCC2C(=O)O)no1 (stereo not given),-6,14,2,-14,3,-1,2,-8,-11,-2,-27
CC(=O)N1c2ccc(S(=O)(=O)N3CCC(C(=O)Nc4cccc(Cl)c4)CC3)cc2CC1C (stereo not given),18,19,2,23,14,21,0,-12,8,-13,15
Cc1ccc(C(=O)N/N=C\c2cccc(OC(=O)c3cccc(F)c3)c2)cn1,23,-21,-20,-36,-4,-8,7,-17,2,-2,-23
CCCCn1nnnc1C1(C)CCC(=O)N1Cc1ccc(OC)c(OC)c1 (stereo not given),3,-4,·,4,-2,-4,·,·,-13,1,-8
COc1cc(CN2CCNC(=O)C2CC(=O)N(C)Cc2ncc[nH]2)cc(OC)c1 (stereo not given),-7,0,13,-5,5,13,-10,-14,3,-7,-4
O=C(CN1CCN(c2cccc(Cl)c2)CC1)Nc1nccs1,13,12,-1,12,-2,-6,-8,-4,-8,0,6
CNC(=O)OCc1cocc1COC(=O)NC,-4,-25,·,-28,2,10,·,·,-1,1,23
COc1ccc(-c2cc(C(=O)OC(C)C(=O)Nc3c(C)n(C)n(-c4ccccc4)c3=O)c3ccccc3n2)cc1 (stereo not given),21,2,13,3,-3,3,-9,-18,1,4,-43
O=NN(Cc1cccnc1)C(=O)NC1CCCCC1,28,-5,2,2,-6,6,·,-12,-3,7,25
COc1cc2ccccc2cc1C(=O)N1CCN(c2ccccn2)CC1,10,-1,8,23,15,1,-5,-20,4,-5,-6
COc1ccc(-c2cc(C(F)(F)F)nc(S(C)(=O)=O)n2)cc1OC,76*,55*,9,49,33,-85,28*,-23,37*,27*,-26
CCN(CC)CCNC(=O)c1ccc(NC(=O)c2ccc(F)cc2)cc1,-20,-2,6,-10,-1,4,9,-15,-3,-6,3
COc1ccc(CCn2c(=O)[nH]c3cc(C(=O)N4CCN(c5ccccn5)CC4)ccc3c2=O)cc1OC,27,7,5,6,-1,-9,-9,-14,1,2,-6
Cc1ccc2c(c1)/C(=N/N1C(=O)c3ccccc3C1=O)C(=O)N2,7,4,11,6,-3,12,5,-24,-9,0,-10
CC1CC(C)(C)N(C(=O)CN2C(=O)CCC2=O)c2ccccc21 (stereo not given),19,-12,5,-2,3,-9,-2,1,-12,4,19
COc1nc(Nc2nc3ccccc3c(=O)[nH]2)nc2ccc(C)cc12,55*,2,9,-35,-4,24,5,-1,3,4,6
Cc1cc(Cl)c(S(=O)(=O)Nc2ccc(Cl)cn2)cc1OCC(N)=O,-7,-43,15,-9,3,2,-5,-8,-1,7,-3
CCc1ccc(C(=O)/C=C/Nc2ccc(S(=O)(=O)Nc3cnc4ccccc4n3)cc2)cc1,-13&-13,-7&8,-14&12,-20&-24,-2&2,1&2,-4&7,-9&-9,-3&-13,-1&-1,3&9
COc1cc(OC)cc(-c2c(-c3cccs3)c3cc(-c4ccc(SC)cc4)ccc3n2C)c1,-26,-10,-3,6,-7,10,-15,-2,-11,-4,-3
CC(C)C[C@H]1CN([C@@H](Cc2ccccc2)CN2CCC[C@H]2CN2C(=O)C(=O)NC[C@@H]2Cc2ccc(O)cc2)C(=O)C(=O)N1CC1CCCCC1,-9,4,·,25,-2,1,·,·,1,0,-10

# Arranged by length of the SMILES (ascending): part of the list above
SMILES,TWEAK Fn14 block,TROY signal inh,SRC3 inh,SRC2 inh,Granule exo inh,NR2F2 inh,TLR9-MyD88 block,SRC1 inh,NOD2 RIPK2 PPI,ABHD5-PLIN5 inh,NR5A2 inv ag
C=CCSC(CC)(CC)C(N)=O,2,-9,-7,1,-2,-6,9,3,3,-2,16
CNC(=O)OCc1cocc1COC(=O)NC,-4,-25,·,-28,2,10,·,·,-1,1,23
Cc1cc(NC(=O)C2CCCCC2C(=O)O)no1 (stereo not given),-6,14,2,-14,3,-1,2,-8,-11,-2,-27
Cn1nc(NC(=O)C(C)(C)C)c2c(F)cccc21,14,-34,31,-2,5,-8,-4,14,0,6,-5
OCCC1CN(Cc2ccccc2-c2ccco2)CCN1Cc1ccsc1 (stereo not given),6,13,9,14,4,-5,-3,14,-4,3,12
CC1CC(C)(C)N(C(=O)CN2C(=O)CCC2=O)c2ccccc21 (stereo not given),19,-12,5,-2,3,-9,-2,1,-12,4,19
COc1nc(Nc2nc3ccccc3c(=O)[nH]2)nc2ccc(C)cc12,55*,2,9,-35,-4,24,5,-1,3,4,6
COc1cccc(C2c3cc4c(cc3OC(NNC(N)=O)C2C)OCO4)c1O (stereo not given),40,23,6,18,22,15,-3,10,-16,-5,64
O=C(c1ccco1)N1CCN(Cc2cc(=O)c(OCc3ccccc3)co2)CC1,-3,8,0,-7,2,-5,5,-10,-10,17,9
COc1cc(CN2CCNC(=O)C2CC(=O)N(C)Cc2ncc[nH]2)cc(OC)c1 (stereo not given),-7,0,13,-5,5,13,-10,-14,3,-7,-4
CC1=C(C(=O)N2CCCCCC2)CC(CC(=O)NC2CCCC2)C(=O)N1Cc1ccccc1 (stereo not given),17,-7,15,-18,2,-15,·,-4,-12,-4,-5
COc1cc(OC)cc(-c2c(-c3cccs3)c3cc(-c4ccc(SC)cc4)ccc3n2C)c1,-26,-10,-3,6,-7,10,-15,-2,-11,-4,-3
CC(C)C[C@H]1CN([C@@H](Cc2ccccc2)CN2CCC[C@H]2CN2C(=O)C(=O)NC[C@@H]2Cc2ccc(O)cc2)C(=O)C(=O)N1CC1CCCCC1,-9,4,·,25,-2,1,·,·,1,0,-10
